# Screening results from PubChem.
# esBAF inh: SWI/SNF esBAF complex inhibition | actives 2% (n = 350,000) | reporter increase, % at 12.5 µM | mouse ES cells, Bmi1-luciferase knock-in reporter, 24 h; 100% = twice the neutral-well signal; in the data active = activation above about 40%; inconclusive = no clear call, values can overlap the other calls;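 also: 0% = median of the plate's neutral control wells and 100% = double that signal; a rise in the Bmi1 reporter signal indicates esBAF inhibition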
# PglD inh: PglD (C. jejuni) enzyme inhibition; purified PglD enzyme, DTNB colorimetric CoA detection; inhibition, % at 12.5 µM; actives 0.098% (n = 360,000); AID 602405; in the data active = inhibition above about 16%, passing the limit was not always enough; inconclusive = no clear call, values can overlap the other calls; also: strong numbers were not always called active
# RAD54 branch: RAD54 (human) branch migration inhibition; actives 0.14% (n = 360,000); AID 602329; inhibition, % at 10.4 µM; RAD54 Holliday junction branch migration, FAM/BHQ fluorescence; Q92698;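 active = mean normalized replicate activity at least 40 and at least half of replicates scoring 40 or more; inconclusive = only one of the two criteria met; inactive = mean below 40 and under half of replicates reaching 40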;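 also: 0% = median of neutral control wells and 100% = median of positive control wells; inhibitors cause a drop in the FAM fluorescence signal; in these data hits start at about 50%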
# Target sequence (Q92698 whole entry, looked up): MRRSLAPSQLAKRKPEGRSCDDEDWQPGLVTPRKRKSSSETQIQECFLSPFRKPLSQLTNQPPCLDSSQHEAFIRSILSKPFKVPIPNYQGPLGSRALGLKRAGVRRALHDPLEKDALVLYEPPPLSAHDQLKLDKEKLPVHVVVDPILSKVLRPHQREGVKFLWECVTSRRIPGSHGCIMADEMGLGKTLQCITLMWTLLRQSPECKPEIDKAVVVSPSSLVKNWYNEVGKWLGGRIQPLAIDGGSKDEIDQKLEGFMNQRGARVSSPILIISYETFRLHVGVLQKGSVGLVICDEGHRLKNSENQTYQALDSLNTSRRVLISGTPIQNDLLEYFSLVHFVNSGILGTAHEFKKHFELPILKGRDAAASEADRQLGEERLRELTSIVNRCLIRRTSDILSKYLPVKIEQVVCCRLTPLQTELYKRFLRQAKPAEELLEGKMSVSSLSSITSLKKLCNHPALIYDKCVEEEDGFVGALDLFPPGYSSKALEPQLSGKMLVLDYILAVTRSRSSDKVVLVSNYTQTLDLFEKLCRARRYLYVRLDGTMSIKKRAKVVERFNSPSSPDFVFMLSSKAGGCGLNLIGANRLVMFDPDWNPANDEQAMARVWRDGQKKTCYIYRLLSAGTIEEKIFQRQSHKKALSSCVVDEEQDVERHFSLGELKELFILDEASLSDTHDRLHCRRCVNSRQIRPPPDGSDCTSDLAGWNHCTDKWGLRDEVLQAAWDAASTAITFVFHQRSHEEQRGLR
# * hit, by the source's call; ? = inconclusive. An excerpt (hit frequency here may not be typical).
SMILES | RAD54 branch | PglD inh | esBAF inh
O=C(CN1CCCN(S(=O)(=O)c2ccc(Br)s2)CC1)Nc1ccc(Cl)cc1 | -4.4 | 1.4 | -11.6
Cc1noc(C)c1COC(=O)Cn1c(C)nc2ccccc21 | 4.6 | -12.2 | -3.4
CCNC(=O)C1(C)CCN(C(=O)CCc2ccccc2)C1 (centres undefined) | -0.5 | 3.9 | -3.6
COC(=O)[C@H](C)NC(=O)/C=C/c1ccc(OC)cc1 | -2.8 | -1.7 | 4.4
CC(=O)c1cc2c(cc1NC(=O)C1CC1)OCO2 | 3.3 | 1.8 | -1.8
CC1(C(=O)NS(=O)(=O)C2CC2)CCN(C(=O)C2(c3ccc(Cl)cc3)CCCC2)C1 (centres undefined) | -5.4 | 2.8 | 0.2
O=C(CN(Cc1ccco1)C(=O)CNS(=O)(=O)c1ccc(Cl)cc1)NC1CCCCC1 | -3.7 | 9.8 | -4.4
CCN(CC)NC(=S)Nc1ccccc1 | -2.5 | 10.4 | 0.3
COC(=O)Cn1cnc(=O)c(C#N)c1/C=C/N(C)C | 2.3 | -5.2 | -1.9
Cc1nc2ccccc2nc1CN1CCC(CO)(CC2CCCCO2)CC1 (centres undefined) | -1.4 | 6.3 | 0.2
CN(C(=O)c1ccno1)c1nnc(-c2ccccn2)s1 | 2.9 | 2.6 | 11.2
Cc1onc(-c2ccccc2)c1C(=O)Nc1cccc(OC(C)C)c1 | -4.4 | 0.1 | -15.5
C[C@@H](CO)NC(=O)[C@H]1O[C@@H](n2cnc3c(N)ncnc32)[C@H](O)[C@@H]1O | -5.9 | 0.9 | -1.8
CC(=O)N(CCCN1CCOCC1)Cc1ccncc1 | -1.2 | -1.3 | -5.8
COc1ccc(S(=O)(=O)Nc2ccc(Oc3ncccn3)c(Cl)c2)cc1 | 13.5 | -1.0 | -4.2
Cc1nnc(SCCC#N)n(CCC#N)c1=O | -10.1 | -3.4 | -10.8
CCC(C)(C)n1nnnc1C(c1ccccn1)N1CCN(c2cccc(OC)c2)CC1 (centres undefined) | -10.2 | 3.8 | -45.7
Cc1ccc(-c2nnc(N(C)C(=O)C3CCCO3)s2)cn1 (centres undefined) | -9.6 | -2.9 | 27.4
CCOC(=O)c1ccccc1NC1CC(=O)N(c2ccccc2C)C1=O (centres undefined) | 8.6 | -0.2 | -0.5
O=C1C=C(O)CC(c2ccco2)C1 (centres undefined) | 2.4 | 12.3 | -4.3
CCS(=O)(=O)N1CCN(Cc2nc3ccccc3c(=O)[nH]2)CC1 | -1.5 | -4.9 | -8.3
CN(C)CCNc1ncnc2c1ncn2[C@H]1CN(Cc2ccco2)C[C@@H](CO)O1 | 10.0 | -7.9 | -6.5
CCOc1ccc(N2C(=O)CC(N3CCN(C4CCc5ccccc5C4)CC3)C2=O)cc1 (centres undefined) | -0.9 | -4.5 | 8.2
Clc1ccc(C2=Nn3c(nnc3-c3cccnc3)SC2)s1 | -3.1 | 3.1 | -12.1
Nc1ccccc1SC(CC(=O)c1ccccc1)c1ccccc1 (centres undefined) | -3.2 | 0.6 | 34.9
CC(C)[C@H](NC(=O)c1ccccc1)C(=O)OCC(=O)N1CC(=O)Nc2ccccc21 | -1.6 | 0.9 | -7.4
COc1ccc(-c2cnc3c(NC(C)=O)cc(-c4ccsc4)cn23)cc1OC | -14.5 | -2.0 | -2.4
COc1ccc(CNC(=O)c2cccc3c(-c4ccc(F)c(F)c4)coc23)cc1OC | -1.7 | 3.4 | -4.2
COC(=O)CSc1nc2cc(C)cc(C)c2cc1C#N | -3.8 | 7.5 | 2.5
Cc1ccc(S(=O)(=O)N2CCC[C@H]2C(=O)OC(C)C(=O)Nc2ncc(Cl)cc2Cl)cc1 (some centres undefined) | -10.6 | -4.1 | 0.7
Oc1ccc(-c2n[nH]c(=S)n2Cc2ccccc2)cc1 | 2.6 | -1.7 | -8.5
CCc1ccc2oc(=O)cc(CN(C)Cc3ccccc3)c2c1 | 3.5 | -0.9 | 11.0
Cc1ccc(C(C(=O)NC2CCCCC2)N(Cc2cccnc2)C(=O)C2COc3ccccc3O2)o1 (centres undefined) | -7.6 | -0.4 | 4.0
O=C(COc1ccc(Cl)cc1)NCc1nnc(SCC(=O)NCCc2ccccc2)o1 | 4.4 | -4.9 | 6.0
O=C(Nc1ncn[nH]1)c1ccc(Cl)c(S(=O)(=O)N2CCCCCC2)c1 | 0.6 | 4.2 | -1.0
O=C(Nc1cccc2cccnc12)c1csc(COCCO)n1 | 0.1 | 2.2 | 1.8
O=C(O)CCNS(=O)(=O)c1ccc(Oc2ccccc2)cc1 | -2.8 | -5.3 | 3.4
O=C(CCCCCCN1C(=O)c2ccccc2C1=O)NC1CCCCC1 | 4.3 | 3.3 | -2.0
CC(C(=O)O)N1C(=O)CSC1=S (centres undefined) | 5.4 | 2.0 | 3.3
O=S(=O)(c1ccc(NC2CCCc3ccccc32)nc1)N1CCOCC1 (centres undefined) | 0.1 | -3.2 | 4.2
Cc1noc(C)c1COc1ccc(C(=O)OCC(=O)N2c3ccccc3NC(=O)C2(C)C)cc1 | -3.4 | 2.1 | 4.4
CCOc1ccccc1NC(=O)NCCC1=CCCCC1 | 0.5 | 7.9 | 3.3
COc1ccc([N+](=O)[O-])cc1N(CC(O)Cn1nnc2ccccc21)S(=O)(=O)c1ccc(C)cc1 (centres undefined) | -0.5 | 3.3 | 4.1
O=C(c1cccc(N2CCCC2=O)c1)N1CCN(c2ccccc2)CC1 | 5.9 | 1.5 | -3.4
CCCn1c(CC)nc([N+](=O)[O-])c1S(=O)(=O)c1ccccc1 | -4.7 | 6.6 | 18.9
CC(C)n1nc(C(=O)OCC(=O)c2c[nH]c3ccccc23)c2ccccc2c1=O | 7.3 | 0.0 | 0.2
O=S(=O)(Cc1ccccc1)c1cnc2ccccc2n1 | -11.4 | -5.3 | -6.6
Cc1cnn(-c2cc(N/N=C/c3ccc(F)cc3)ncn2)c1 | -3.2 | -0.5 | -1.1

# The last two compounds of the part above come first, to join the parts.
SMILES | RAD54 branch | PglD inh | esBAF inh
O=S(=O)(Cc1ccccc1)c1cnc2ccccc2n1 | -11.4 | -5.3 | -6.6
Cc1cnn(-c2cc(N/N=C/c3ccc(F)cc3)ncn2)c1 | -3.2 | -0.5 | -1.1
Cc1cc(=O)[nH]c(SC(C(=O)O)c2ccccc2)n1 (centres undefined) | 0.1 | 0.0 | -2.6
COc1cc(CNc2ccc3[nH]c(=O)[nH]c3c2)cc(Cl)c1OCC(=O)NC(C)(C)C | 13.5 | 0.7 | -3.5
Cc1cc(N/N=C/c2ccc(O)cc2)nc(NS(=O)(=O)c2ccccc2)n1 | 4.0 | 5.9 | -37.2
CCn1nc(C(=O)NC2=NCCS2)c2ccccc2c1=O | 15.6 | 0.4 | -4.3
O=S(=O)(c1ccc(F)cc1)N1CCC(N2CCCCCC2)CC1 | -1.9 | -1.1 | -6.6
O=C1C=CC[C@H](/C=C/C[C@@H](O)C[C@H](O)CCc2ccccc2)O1 | -6.9 | 1.4 | -9.8
Cn1nc(C(C)(C)C)cc1C(=O)N1CCC(C)(C(=O)NS(=O)(=O)C2CC2)C1 (centres undefined) | 0.8 | 0.1 | -1.4
CCC(=O)OC1(C)C(=O)C=C2C=C(c3ccsc3)OC=C2C1=O (centres undefined) | -19.8 | -2.2 | -8.1
Cn1c(-c2sccc2OCc2ccccc2)n[nH]c1=S | 10.8 | 6.2 | 5.6
COCC(C)n1c(SCC(=O)N2CCCCC2)nc2ccccc2c1=O (centres undefined) | 0.1 | -1.8 | 3.6
Cc1cc(NC(=O)c2ccc3c(c2)OCO3)ccc1NC(=O)c1ccco1 | -1.4 | 6.5 | 20.0
CCn1c(SCC(=O)N2CCN(c3ccccc3F)CC2)nnc1-c1ccoc1C | 25.7 | 3.1 | 7.3

# Sorted by formula weight (lowest first): part of the list above
SMILES | RAD54 branch | PglD inh | esBAF inh
CCn1nc(C(=O)NC2=NCCS2)c2ccccc2c1=O | 15.6 | 0.4 | -4.3
Cn1c(-c2sccc2OCc2ccccc2)n[nH]c1=S | 10.8 | 6.2 | 5.6
CCC(=O)OC1(C)C(=O)C=C2C=C(c3ccsc3)OC=C2C1=O (centres undefined) | -19.8 | -2.2 | -8.1
Cc1cc(NC(=O)c2ccc3c(c2)OCO3)ccc1NC(=O)c1ccco1 | -1.4 | 6.5 | 20.0
Cc1cc(N/N=C/c2ccc(O)cc2)nc(NS(=O)(=O)c2ccccc2)n1 | 4.0 | 5.9 | -37.2
Cn1nc(C(C)(C)C)cc1C(=O)N1CCC(C)(C(=O)NS(=O)(=O)C2CC2)C1 (centres undefined) | 0.8 | 0.1 | -1.4
CCn1c(SCC(=O)N2CCN(c3ccccc3F)CC2)nnc1-c1ccoc1C | 25.7 | 3.1 | 7.3

# (more compounds)
SMILES | RAD54 branch | PglD inh | esBAF inh
Cc1cccc(-c2cc3nc(C)cc(NCCCn4ccnc4)n3n2)c1 | 12.3 | 0.8 | 26.5
CC1=CS/C(=C(/C#N)C(=O)N2CCOCC2)N1c1ccccc1 | 3.3 | 6.0 | 3.1
CCc1ccccc1NC(=O)Nc1ccc(F)cc1 | 5.5 | -5.6 | 3.8
COc1cc(C2=NOC(C(=O)NCc3ccc(F)cc3)C2)cc(OC)c1OC (centres undefined) | -5.4 | -1.6 | 9.6
CN(C)c1ccc(C(=O)OCC(=O)NC2CCCCC2)cc1 | 2.8 | -2.3 | 11.4
CCCCn1nnnc1SCC(=O)N(CC)CC | -11.8 | 0.7 | 6.6
CCC(c1nnnn1Cc1ccco1)N(CCN1CCOCC1)Cc1cc2cc(C)ccc2[nH]c1=O (centres undefined) | -12.6 | 7.3 | -9.9
O=C(O)Cc1sc(-c2ccccc2Cl)nc1-c1ccccc1 | -4.4 | 0.8 | -7.6
c1ccc(Nc2nc(N3CCCCC3)nc(N3CCCCC3)n2)cc1 | 0.2 | 1.6 | -0.5
COc1ccc(C(=O)Nc2cccc(C(C)=O)c2)cc1S(=O)(=O)N1CCOCC1 | 5.7 | 4.0 | -7.3
CCc1nc2ccccc2n1CC(=O)N(C(C)CC)C1CCS(=O)(=O)C1 (centres undefined) | -9.9 | -3.8 | -2.4
CCOc1ccccc1N1CCN(C(=O)/C=C/c2cccc([N+](=O)[O-])c2)CC1 | 1.9 | 4.4 | -3.6
O=C(NCC(c1cccs1)N1CCOCC1)c1cccnc1 (centres undefined) | -14.0 | 1.4 | -10.4
N#Cc1c2n(c3c(=O)n(CC(=O)c4ccc(Br)cc4)cnc13)CCCC2 | 1.8 | -5.1 | -0.5
CCNC(=O)C1(C)CCCN(Cc2cccc(Oc3ccccc3)c2)C1 (centres undefined) | -7.8 | -3.6 | -5.0
COc1cc2nc(CN(C)Cc3nc4ccccc4c(=O)[nH]3)[nH]c(=O)c2cc1OC | -13.2 | -1.8 | -2.0
CCOC(=O)c1ccc(N2C(=O)c3n[nH]c(C)c3C2c2cccnc2)cc1 (centres undefined) | 4.9 | -6.7 | 0.2
COc1ccc(COC(=O)c2n[nH]c3ccccc23)cc1F | 0.5 | 1.0 | ?
CN1OC[C@@H]2CN[C@H](c3ccc(-c4cc5ccccc5o4)cc3)C[C@@H]21 | 5.3 | -1.4 | -84.1
Cc1cc(C)c(NC(=O)Cn2c(=O)n(Cc3ccco3)c(=O)c3ccccc32)c(C)c1 | 6.5 | 2.9 | -14.0
CC(C)C(=O)N1CCCC1(C)C(=O)Nc1ccccc1 (centres undefined) | 4.6 | 3.6 | -1.1
Cc1ccc(-c2nc3ccccc3c(=O)n2CCCn2ccnc2)cc1 | 10.3 | -1.1 | 0.5
CC(C)OC(=O)c1cc(C(=O)c2cc(F)ccc2O)coc1=N | 1.9 | -2.4 | -6.8
O=C1CC(SC(=Nc2ccccc2)Nc2ccccc2)C(=O)N1c1cccc(Cl)c1 (centres undefined) | 18.2 | 1.0 | 5.2
COc1ccc(NC(=O)NCCCN2CCCCC2C)cc1 (centres undefined) | 8.7 | -11.4 | -4.6
COc1c(CC=C(C)C)c(O)cc2oc(=O)c3c4ccc(O)cc4oc3c12 | -3.7 | 5.7 | 7.1
N#Cc1c2c(c(Nc3ccc(O)cc3)n3c1nc1ccccc13)CCC2 | -6.4 | -5.8 | -2.2
CNC(=O)C1CCN(C(=O)c2ccc(-c3ccccc3)cc2)CC1 | -11.2 | 1.8 | 15.5
COc1ccc(C(=O)NC2(C(F)(F)F)C(=O)N(Cc3ccco3)C3=C2C(=O)CC(C)(C)C3)cc1OC (centres undefined) | 3.9 | -3.9 | -1.1
